Bioassay records deposited in PubChem BioAssay by National Center for Advancing Translational Sciences (NCATS).
TrxR1 inh – qHTS Assay for Inhibitors of Mammalian Selenoprotein Thioredoxin Reductase 1 (TrxR1): qHTS. Potency, µM (titrated, usually from 114 µM), for inactives: at the top dose activity change, negative = inhibition, most hits filed as inhibitors. actives 1% (n = 390,000). Thioredoxin reductase 1, cytoplasmic (Rattus norvegicus), O89049. recombinant rTrxR1, NADPH fluorescence consumption, selenite substrate; also: % is scaled to controls: 0 for no effect and ±100 for the full control effect; nearly all actives have a fitted effect of over 65% in size
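Rat TrxR1 (90 nM in the dispensed reagent) was pre-reduced with 400 uM NADPH for 5 min at room temperature, then incubated with compound for 15 min. After 400 uM selenite was added, NADPH fluorescence (Ex 340/Em 450 nm) was followed for 8 min.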
RXFP1 agonist – qHTS Assay for Agonists of the Relaxin Receptor RXFP1; Relaxin receptor 1 (Homo sapiens), Q9HBX9; Potency, µM (titrated, usually from 57.5 µM), inactives show at the top dose activation, hits mostly activators; AID 2676, 2010; HEK293T-RXFP1 cAMP TR-FRET, 30 min; response scale: percent of porcine relaxin response, buffer zero; actives 0.3% (n = 370,000); also: % is scaled to controls: 0 for no effect and ±100 for the full control effect; nearly all actives have a fitted effect of over 60% in size; many of its hits are not listed in these tables
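HEK293 cells stably expressing RXFP1, treated 30 min at 37C with compounds plus PDE4 inhibitor Ro 20174; cAMP measured by HTRF TR-FRET. Normalized to buffer and 29 nM porcine relaxin; EC50 by Hill fit.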
RGS4 inh – Inhibitors of Regulator of G Protein Signaling (RGS) 4: qHTS | Regulator of G-protein signaling 4 (Homo sapiens), P49798 | Potency, µM (doses to about 114 µM), for the others: at the highest dose activity change, negative = inhibition, most hits filed as inhibitors | actives 0.039% (n = 390,000) | Transcreener GDP fluorescence polarization, RGS4-accelerated GTP hydrolysis; also: % is scaled to controls: 0 for no effect and ±100 for the full control effect; nearly all actives have a fitted effect of over 75% in size; some results filed as inactive show a strong effect at the top dose
Target sequence (P49798 whole entry, looked up): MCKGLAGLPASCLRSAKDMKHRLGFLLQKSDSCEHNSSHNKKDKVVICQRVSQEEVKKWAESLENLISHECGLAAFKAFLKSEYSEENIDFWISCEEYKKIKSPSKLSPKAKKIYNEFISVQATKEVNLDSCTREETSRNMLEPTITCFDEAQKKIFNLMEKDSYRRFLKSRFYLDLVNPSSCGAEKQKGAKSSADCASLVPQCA
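MLSMR compounds (23 nl, pin-transferred) preincubated 10 min at room temperature with a 500nM (2x) first reagent, then RGS4 at 900nM (2x) plus Transcreener GDP mix added; fluorescence polarization (620/688 nm) read before and after 90 min at 30 °C.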
mIDH1 inhibitor – qHTS for Inhibitors of mutant isocitrate dehydrogenase 1 (IDH1): qHTS. actives 0.093% (n = 390,000). IDH1-R132H enzyme, NADPH consumption, diaphorase/resazurin fluorescence. Isocitrate dehydrogenase [NADP] cytoplasmic (Homo sapiens), O75874. Potency, µM (highest dose often 76.6 µM), for inactives: at the top dose activity change, negative = inhibition, most hits filed as inhibitors. AID 602179, 2012; also: % is scaled to controls: 0 for no effect and ±100 for the full control effect; nearly all actives have a fitted effect of over 65% in size
Target sequence (O75874 whole entry R132H, stated change not applied): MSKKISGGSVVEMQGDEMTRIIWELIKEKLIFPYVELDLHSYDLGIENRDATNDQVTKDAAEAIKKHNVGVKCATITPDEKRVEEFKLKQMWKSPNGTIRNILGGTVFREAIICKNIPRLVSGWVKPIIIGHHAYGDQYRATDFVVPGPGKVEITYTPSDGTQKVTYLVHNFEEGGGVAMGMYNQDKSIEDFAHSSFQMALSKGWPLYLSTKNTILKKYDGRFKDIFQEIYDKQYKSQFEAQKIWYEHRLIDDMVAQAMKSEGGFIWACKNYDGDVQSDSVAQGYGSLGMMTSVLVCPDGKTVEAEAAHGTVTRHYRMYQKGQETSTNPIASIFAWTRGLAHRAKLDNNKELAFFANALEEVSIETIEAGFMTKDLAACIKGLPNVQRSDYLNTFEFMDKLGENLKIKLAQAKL
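IDH1-R132H (0.5 ug/mL) preincubated 30 min with compound, then NADPH (0.016 mM) and alpha-KG (2 mM) added; 80 min at RT, pH 7.5. Remaining NADPH coupled via diaphorase/resazurin to fluorescence (540/590 nm); concentration-response curves normalized to no-enzyme control.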
Vif-A3F inh – qHTS for Inhibitors of Vif-A3F Interactions: qHTS | HeLa A3F-eYFP + Vif (tagged APOBEC3F with the HIV-1 protein that degrades it), YFP fluorescence increase | Potency, µM (titrated, usually from 46.1 µM), without a hit: at the highest dose activity, negative = active | actives 0.2% (n = 390,000) | AID 602313, 2012; also: % of control where 0% means no effect; nearly all actives have a fitted effect of over 65% in size
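HeLa cells stably expressing A3F-eYFP plus Vif, plated and incubated overnight at 37 deg C, then exposed to compounds overnight at 37 deg C. Blocked degradation read as raised yellow fluorescence (Ex 488/Em 500-530).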
TrxR1 substrate – qHTS Assay for Substrates of Mammalian Selenoprotein Thioredoxin Reductase 1 (TrxR1): qHTS. Thioredoxin reductase 1, cytoplasmic (Rattus norvegicus), O89049. purified TrxR1 substrate turnover, NADPH consumption readout. Potency, µM (doses to about 114 µM), for the others: at the top dose activity change, negative = substrate turnover. actives 0.01% (n = 390,000); also: % is scaled to controls: 0 for no effect and ±100 for the full control effect; nearly all actives have a fitted effect of over 50% in size
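Rat TrxR1, dispensed at 90 nM, was prereduced with 400 uM NADPH (final) for 5 min at ~22 deg C, then incubated with compound 15 min before 400 uM selenite. A first-read NADPH fluorescence drop versus no-compound background flagged substrates.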
Vif-A3G inh – qHTS for Inhibitors of Vif-A3G Interactions: qHTS. actives 0.076% (n = 410,000). AID 602310, 2012. DNA dC->dU-editing enzyme APOBEC-3G (Homo sapiens), Q9HC16. HeLa A3G-eYFP + Vif (tagged APOBEC3G with the HIV-1 protein that degrades it), YFP fluorescence, overnight. Potency, µM (doses to about 46.1 µM), for the others: top-dose activity, negative = active, actives largely listed as inhibitors;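 also: % is scaled to controls: 0 for no effect and ±100 for the full control effect; nearly all actives have a fitted effect of over 60% in size; hits raise eYFP signal because A3G escapes Vif-driven loss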
Target sequence (Q9HC16 whole entry, looked up): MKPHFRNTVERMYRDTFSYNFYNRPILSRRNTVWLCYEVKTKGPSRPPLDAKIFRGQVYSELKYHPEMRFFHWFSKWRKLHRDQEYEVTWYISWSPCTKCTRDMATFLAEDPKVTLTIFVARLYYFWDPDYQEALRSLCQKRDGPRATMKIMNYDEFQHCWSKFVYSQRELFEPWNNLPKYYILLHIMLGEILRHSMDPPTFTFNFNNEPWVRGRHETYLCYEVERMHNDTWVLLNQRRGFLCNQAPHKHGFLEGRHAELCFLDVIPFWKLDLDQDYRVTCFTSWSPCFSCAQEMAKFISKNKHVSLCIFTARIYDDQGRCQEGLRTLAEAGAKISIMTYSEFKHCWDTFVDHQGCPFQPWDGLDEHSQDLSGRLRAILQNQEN
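Read-out is eYFP fluorescence (Ex 488/Em 500-530) from Vif-expressing HeLa A3G-eYFP cells; more signal means A3G escaped Vif-mediated degradation. Cells plated overnight, compound pinned in, incubated overnight at 37 deg C.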
ALOX12 inh – Primary qHTS assay for inhibitors of human arachidonate 12S-lipoxygenase (ALOX12): Round 2 | Polyunsaturated fatty acid lipoxygenase ALOX12 (Homo sapiens), P18054 | purified 12hLO, xylenol orange hydroperoxide absorbance | Potency, µM (series often up to 108 µM), for the others: at the top dose activity change, negative = inhibition, actives largely listed as inhibitors | actives 1.1% (n = 580,000) | AID 1671190, 2021; also: % is scaled to controls: 0 for no effect and ±100 for the full control effect
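Hydroperoxide product was detected by ferrous iron/xylenol orange as the 573 to 405 nm absorbance ratio. Arachidonic acid at 40 uM (final) was turned over for 30 min at room temperature by 150 nM human 12hLO, pH 7.0 Hepes buffer, after 15 min compound preincubation.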
USP1 inh – Inhibitors of USP1/UAF1: Primary Screen; Ubiquitin carboxyl-terminal hydrolase 1 (Homo sapiens), O94782; recombinant USP1/UAF1, Ub-Rhodamine cleavage fluorescence; Potency, µM (titrated, usually from 57.1 µM), for inactives: top-dose activity change, negative = inhibition, actives largely listed as inhibitors; actives 0.23% (n = 390,000); also: % is scaled to controls: 0 for no effect and ±100 for the full control effect; nearly all actives have a fitted effect of over 60% in size; inactives centre near -12
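USP1/UAF1 complex (1 nM) preincubated 15 min at room temperature with compound, then Ub-Rho substrate (150 nM final) added. Kinetic fluorescence at 480/540 nm over 6 reads at 60 s intervals; 50 mM HEPES pH 7.8, 0.5 mM EDTA, 0.1 mg/ml BSA, 1 mM TCEP, 0.01% Tween-20.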
* hit, by the source's call; u = inconclusive; x = not tested or not shown; & = joins results of further samples; [ ] = dose if it differs, or a comment. Calls follow the shape of the dose curve; as a rule, active = well fitted curve in the direction sought with a large enough effect; inconclusive = small, poorly fitted or top-dose-only effect, or another doubt; inactive = no such curve, though single readings can be large; an effect the other way counts as inactive or inconclusive. Potency is read from the fitted curve at half-maximal effect.

item	compound	TrxR1 inh	RXFP1 agonist	RGS4 inh	mIDH1 inhibitor	Vif-A3F inh	TrxR1 substrate	Vif-A3G inh	ALOX12 inh	USP1 inh
1	CC(=O)NC1(C(F)(F)F)NC(=O)N(C2CCCCC2)C1=O (stereo not given)	-7%	-1.0%	-10%	1%	-14%	0%	0%	-18%	-21%
2	CC(CCc1ccccc1)NC(=O)Cn1ncc2c3ccccc3n(Cc3cccc(Cl)c3)c2c1=O (stereo not given)	1%	5.2%	-18%	-10%	-12%	0%	-2%	u	u
3	CCc1ccccc1NC(=O)c1sc(-n2nc(C)c(Cc3ccc4c(c3)OCO4)c2C)nc1C	9%	u	-10%	4%	-2%	2%	0%	-17%	-22%
4	Cc1ccccc1C(=O)n1nc(-c2cccnc2)nc1NCc1ccc(F)cc1	13%	-0.7%	30%	-15%	-3%	-5%	-2%	-22%	-12%
5	COc1ccc(C)cc1NC(=O)CCN1CCCC1	-9%	0.0%	4%	7%	-12%	-12%	1%	-19%	-6%
6	Cc1cc(C)cc(NC(=O)CCS(=O)(=O)c2ccc3c(c2)oc(=O)n3C)c1	-17%	-7.0%	-14%	13%	3%	-1%	-1%	-20%	u
7	Cc1ccccc1C(=O)Nc1ccccc1-c1nc(-c2ccccc2)no1	12%	-9.8%	19%	-5%	3%	5%	4%	-17%	u
8	CCOCC(=O)Nc1ccc2c(c1)OCCO2	22%[57.1 µM]	1.0%	0%	-1%	2%	15%[57.1 µM]	0%	0%	-4%
9	Cc1cc2cc(OCC(=O)O)ccc2n1C	15%	0.4%	-5%	10%	3%	1%	4%	-7%	-19%
10	Fc1cccc(-c2cc3nc4c(c(N5CCC6(CC5)OCCO6)n3n2)CCCC4)c1	20%	4.5%	-15%	0%	1%	-1%	-5%	-8%	-15%
11	CC1(C)CC(=O)c2sc(NC(=O)c3ccc4ncsc4c3)nc2C1	-1%[57.1 µM]	2.7%	-32%	14%	-4%	-11%[57.1 µM]	-1%	u	-14%
12	CCOC(=O)c1ccc(NC(=O)NNS(=O)(=O)c2cc(OC)ccc2OC)cc1	13%	1.0%	-6%	4%	-7%	1%	-5%	u	-6%
13	COc1ccc(SCCN2CC[C@@H](O)CCC2=O)cc1	10%&24%	-3.0%	11%	15%	0%	-3%&1%	-3%&1%	11%	-15%
14	CCOC(=O)C(=O)N=Nc1c(O)[nH]c2ccccc12	-15%	1.0%	-1%	1%	-4%	-17%	-3%	9%	-10%
15	CCCCC(c1nnnn1CS(=O)(=O)c1ccc(C)cc1)N1CCN(C)CC1 (stereo not given)	14%[57.1 µM]	-0.1%	u	-1%	-5%	7%	1%	u	-27%
16	CNC(=S)NNC(=O)c1cc(C(C)(C)C)nn1Cc1ccc(F)cc1	-5%	3.4%	-32%	-5%	u	-5%	3%	3%	-16%
17	Cc1ccsc1CCN1C(=O)N(c2ccccc2)C(=O)C1CC(=O)Nc1ccc(F)cc1 (stereo not given)	8%	2.8%	-10%	15%	0%	-6%	2%	-24%	-23%
18	Cc1cc(NC(=O)COC(=O)CCNS(=O)(=O)c2ccccc2)n(-c2ccccc2)n1	-7%	-0.2%	-27%	0%	11%	-6%	4%	-10%	-19%
19	COC(=O)c1cccc(NC(=O)c2cccc([N+](=O)[O-])c2)c1	8%[57.1 µM]	0.0%	8%	3%	1%	5%[57.1 µM]	-2%	100%[activator]	-25%
20	O=C(c1ccc(Br)cc1)c1cc2ccc(O)cc2oc1=O	-16%	-2.4%	-56%[56.9 µM]	-10%	-5%	-15%	-11%	-25%	-13%
21	CC(=O)Nc1ccccc1-c1nc2cc(C#N)c(C#N)cc2[nH]c1=O	1%	30%	-14%	-3%	-8%	-3%	-9%	-8%	-20%
22	C=CCSc1nnc(-c2ccccc2N=Cc2c(C)[nH]n(-c3ccccc3)c2=O)c(=O)[nH]1	-1%[57.1 µM]	-0.5%	-23%	-6%	0%	-2%[57.1 µM]	-9%	106%[activator]	-6%
23	CCn1cc(C(=O)NCCc2ccc(Cl)cc2)c(=O)c2ccc(C)nc21	3%	4.0%	1%	0%	2%	0%	0%	-1%	3%
24	COc1ccc(C(C#N)(CCC#N)CCC#N)cc1OC	9%	-1.1%	-2%	4%	-11%	-4%[57.1 µM]	0%	-22%	-16%
25	O=C(CSc1cn(CC(=O)N2CCCCCC2)c2ccccc12)Nc1ccccc1F	18%	0.9%	8%	-5%	2%	-4%	5%	-25%	u
26	CC(C)(C)c1cc(C(=O)NNC(=O)c2ccc(C(F)(F)F)cc2)no1	44%[activator]	-0.6%	8%	13%	9%	2%	-1%	180%[activator]	-15%
27	O=C(Nc1cccc(S(=O)(=O)NC2=NCCC2)c1)c1ccccc1OC(F)F	-15%	0.2%	-7%	2%	-3%	-12%	0%	-24%	-11%
28	COC(=O)c1ccccc1NC(=O)c1cc2ncc(Br)cn2n1	7%[57.1 µM]	2.1%	7%	-1%	3%	7%[57.1 µM]	0%	101%[activator]	-21%
29	O=c1ccc(-c2ccc(S(=O)(=O)Nc3ccc(F)cc3)s2)n[nH]1	4%	3.2%	13%[11.4 µM]	-12%	4%	-2%	-7%	-24%	-3%
30	CC(=O)Nc1ccc(S(=O)(=O)Nc2cccc(-c3csc(C)n3)c2)cc1	12%	0.7%	-4%	6%	-7%	-1%	-19%	0%	-27%
31	Cc1ccc(CSc2nnc3ccc(-c4ccncc4)nn23)cc1	18%	3.5%	-1%	2%	1%	7%	2%	3%	-21%
32	Cc1cc(Cl)c(OCCOCCN2CCN(C)CC2)c(Br)c1	15%	-1.1%	-22%	0%	19%	5%	-3%	u	-26%
33	CCC1C(O)=C(c2ccccn2)C(=N)N1c1ccccc1 (stereo not given)	-21%	0.8%	7%	7%	-2%	8%	-2%	3%	-10%
34	COc1cc(C2CC(c3cccnc3)=NN2c2ccc(F)cc2)cc(OC)c1OC (stereo not given)	52%	24%	12%	-7%	3%	92%[activator]	1%	u	0%
35	CCOC(=O)c1oc2ccccc2c1CSc1nnnn1-c1ccccc1	3%	5.3%	-4%	4%	2%	-6%	2%	33%[activator]	-10%
36	CCCCOC(=O)C1=C(C)N(C)C(=O)NC1c1cc2c(cc1Br)OCO2 (stereo not given)	x	x	x	11%	-2%	x	-6%	-1%	u
37	CCCCOc1ccc(C(=O)N(Cc2ccco2)C2CCS(=O)(=O)C2)cc1 (stereo not given)	15%[57.1 µM]	4.3%	-27%[56.9 µM]	2%	1%	1%[57.1 µM]	4%	x	-13%
38	O=C(c1ccccc1Br)N(Cc1ccco1)C1CCS(=O)(=O)C1 (stereo not given)	-3%	-1.3%	7%	0%	-7%	5%	6%	-21%	-11%

Quoted at random: 4 records from the list, in no set order.
item	compound	TrxR1 inh	RXFP1 agonist	RGS4 inh	mIDH1 inhibitor	Vif-A3F inh	TrxR1 substrate	Vif-A3G inh	ALOX12 inh	USP1 inh
34	COc1cc(C2CC(c3cccnc3)=NN2c2ccc(F)cc2)cc(OC)c1OC (stereo not given)	52%	24%	12%	-7%	3%	92%[activator]	1%	u	0%
29	O=c1ccc(-c2ccc(S(=O)(=O)Nc3ccc(F)cc3)s2)n[nH]1	4%	3.2%	13%[11.4 µM]	-12%	4%	-2%	-7%	-24%	-3%
32	Cc1cc(Cl)c(OCCOCCN2CCN(C)CC2)c(Br)c1	15%	-1.1%	-22%	0%	19%	5%	-3%	u	-26%
38	O=C(c1ccccc1Br)N(Cc1ccco1)C1CCS(=O)(=O)C1 (stereo not given)	-3%	-1.3%	7%	0%	-7%	5%	6%	-21%	-11%

Not all compounds are listed; the hit share may differ from the screen's.
